ERAP1 inh – human ERAP1 aminopeptidase inhibitors, primary screen, biochemical, single point, plate reader; Endoplasmic reticulum aminopeptidase 1 (Homo sapiens), Q9NZ08; recombinant ERAP1, Leu-AMC fluorescence, 60 min; inhibition, % at 10.7 µM; actives 0.15% (n = 340,000); AID 652197, 2013;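 active = mean replicate inhibition of at least 30%, or all replicates individually reaching that 30% level; inactive = mean below 30% and not every replicate reaching it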;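 note: 0% = neutral control wells and 100% = L-leucinethiol positive control wells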
RAD52 anneal inh – RAD52 DNA annealing inhibitors, primary screen, biochemical, FRET, single point, set 2; DNA repair protein RAD52 homolog (Homo sapiens), P43351; recombinant RAD52 DNA annealing, FRET fluorescence; inhibition, % at 18.7 µM; actives 0.46% (n = 360,000);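 active = every replicate showing at least 50% inhibition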
Target sequence (P43351 whole entry, looked up): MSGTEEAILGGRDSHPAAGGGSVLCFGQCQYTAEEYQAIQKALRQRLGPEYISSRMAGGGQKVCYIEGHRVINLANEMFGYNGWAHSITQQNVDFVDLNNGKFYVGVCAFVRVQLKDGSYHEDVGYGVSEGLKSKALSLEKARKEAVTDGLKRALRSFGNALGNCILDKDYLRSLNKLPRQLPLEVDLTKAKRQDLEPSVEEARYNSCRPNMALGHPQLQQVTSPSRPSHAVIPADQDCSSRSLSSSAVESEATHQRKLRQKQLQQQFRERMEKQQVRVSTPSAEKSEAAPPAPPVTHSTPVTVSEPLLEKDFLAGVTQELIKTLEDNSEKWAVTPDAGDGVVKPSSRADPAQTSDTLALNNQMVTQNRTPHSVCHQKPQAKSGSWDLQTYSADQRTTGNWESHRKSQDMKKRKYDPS
Numbers without * were called inactive. These rows are one share of the data; the hit share may differ from the screen's.

SMILES | ERAP1 inh | RAD52 anneal inh
CCOC(=O)N1CCN(C(=O)Nc2ccc(NC(=O)N3CCN(C(=O)OCC)CC3)cc2)CC1 | 0 | -10
O=C(Nc1ccc(Oc2ccccc2)cc1)C1CC1 | 4 | -9
COc1cccc(OCC(=O)Nc2cc(Cl)ccc2Oc2ccccc2)c1 | 0 | -3
O=C(NC1CCCc2ccccc21)c1cccc(S(=O)(=O)N2CCOCC2)c1 (stereo not drawn) | 1 | 2
CCOC(=O)N1CCN(Cc2cc(Cl)c3cccnc3c2O)CC1 | 6 | -28
COC(c1ccccc1)c1nnc(CCC(=O)NC2C3CC4CC(C3)CC2C4)o1 (stereo not drawn) | 0 | -18
CC12CN3CC(C)(CN(C1)C3c1ccc([N+](=O)[O-])o1)C2=O (stereo not drawn) | -5 | 0
Cc1ccc(C(=O)Nc2nc(-c3ccccn3)cs2)o1 | -3 | -29
CCN(CC)C(=O)Cn1cc(C(=O)C(=O)N2CCN(Cc3ccccc3)CC2)c2ccccc21 | -4 | -20
CS(=O)(=O)N[C@H]1C[C@@H]2O[C@H](CO)CC[C@@H]2O[C@@H]1CCc1ccc(-c2ccccc2F)cc1 | 5 | -48

Looked up one by one from the list above, 6 records:
SMILES | ERAP1 inh | RAD52 anneal inh
CS(=O)(=O)N[C@H]1C[C@@H]2O[C@H](CO)CC[C@@H]2O[C@@H]1CCc1ccc(-c2ccccc2F)cc1 | 5 | -48
CCOC(=O)N1CCN(C(=O)Nc2ccc(NC(=O)N3CCN(C(=O)OCC)CC3)cc2)CC1 | 0 | -10
CCN(CC)C(=O)Cn1cc(C(=O)C(=O)N2CCN(Cc3ccccc3)CC2)c2ccccc21 | -4 | -20
COC(c1ccccc1)c1nnc(CCC(=O)NC2C3CC4CC(C3)CC2C4)o1 (stereo not drawn) | 0 | -18
CC12CN3CC(C)(CN(C1)C3c1ccc([N+](=O)[O-])o1)C2=O (stereo not drawn) | -5 | 0
O=C(Nc1ccc(Oc2ccccc2)cc1)C1CC1 | 4 | -9

(listing goes on)
SMILES | ERAP1 inh | RAD52 anneal inh
COc1ccccc1CNC(=O)CSc1ccc(C)cc1 | -1 | -9
CC(C)N(C)C(=O)C(=O)c1cccn1-c1cccc(Cl)c1C#N | -2 | -15
COc1ccc(N2C(=O)CC2(C#N)c2ccc(OCc3ccccc3)cc2)cc1 (stereo not drawn) | -6 | -21
CC(C(=O)N1CCCCCC1)c1ccc([N+](=O)[O-])cc1 (stereo not drawn) | 0 | -15
O=C1CN(C(=O)C2CCCC2)CCN1 | 10 | -20
COc1ccc(OC)c(Cc2nnc(CCC(=O)NC(C3CC3)C3CC3)o2)c1 | 5 | -2
Cc1cc(Cl)ccc1NC(=S)NCCCN1CCCC1=O | 1 | -3
CC(C)(C)NC(=O)/C(=C\c1cccnc1)NC(=O)c1ccco1 | 0 | -18
O=C(NC(=S)NCc1nc2ccccc2[nH]1)c1ccccc1F | 0 | -22
O=C(NC1CCCCC1)OC1CC2CC1[C@H]1CCCCN1C2=O (stereo partly drawn) | -1 | -5
CCN(CC)Cc1ccccn1 | -2 | -2
Fc1ccc(NC(=S)NC2CCN(Cc3ccccc3)CC2)cc1 | 6 | -3
COc1ccc(/C=C(\C#N)C(=O)OCC(=O)NCc2ccccc2Cl)cc1 | 1 | -54
CC1(C)CC(=O)c2sc(NS(=O)(=O)c3ccc(F)cc3)nc2C1 | 0 | -17
O=C(CSc1nc(-c2ccccc2F)nc2nc[nH]c12)Nc1c(Cl)cc(Cl)cc1Cl | -1 | -7
CN1CCN(NC(=O)c2ccc(Cl)cc2Cl)CC1 | 7 | -19
CCOC(=O)C(C)Oc1ncnc2cccc(F)c12 (stereo not drawn) | 3 | -14
CC(CC(=O)NCC1CCCO1)c1ccccc1 (stereo not drawn) | -3 | -7
COc1ccc2ccccc2c1CNc1nnnn1C | 3 | -7
Cc1nn(-c2cccc(Cl)c2)nc1C(=O)O | 2 | -16
CCCC(=O)OCC(=O)NCc1ccc(Cl)cc1 | 7 | -7
S=C(NCc1ccccc1)N1CCCCC1 | -7 | 7
CC1CCc2c(C(=O)Nc3ccc(N4CCOCC4)cc3)csc2C1 (stereo not drawn) | 8 | -4
CCOC(=O)CNC(=S)N(Cc1ccccc1)Cc1ccccc1F | 11 | -5
CN1N=C(c2ccc(Cl)cc2)CC(c2ccc(Cl)cc2)C1=O (stereo not drawn) | 9 | -13
COc1c(C(=O)NNC(=O)c2ccccc2Cl)csc1Br | -1 | -4
CCOC(=O)CCCc1ccc(/C(C)=N/NC(=S)NC)cc1 | 2 | 2
CCOC(=O)C1CCCN(S(=O)(=O)c2ccc(NC(C)=O)cc2)C1 (stereo not drawn) | -1 | -8
Cn1nc(C(=O)NCc2ccco2)c2ccccc2c1=O | -1 | -8
O=C(CSc1ncn[nH]1)NN(c1ccccc1)c1ccccc1 | -2 | -25

One compound at a time, from the list above. Screens in order: ERAP1 inh	RAD52 anneal inh
Entry for S=C(NCc1ccccc1)N1CCCCC1 = -7	7
Entry for CCOC(=O)C1CCCN(S(=O)(=O)c2ccc(NC(C)=O)cc2)C1 (stereo not drawn) = -1	-8
Entry for CC1CCc2c(C(=O)Nc3ccc(N4CCOCC4)cc3)csc2C1 (stereo not drawn) = 8	-4
Entry for CCOC(=O)CNC(=S)N(Cc1ccccc1)Cc1ccccc1F = 11	-5
Entry for COc1c(C(=O)NNC(=O)c2ccccc2Cl)csc1Br = -1	-4

Carrying on:
SMILES | ERAP1 inh | RAD52 anneal inh
COc1cc(/C=C/C(=O)Oc2coc(CSc3ncccn3)cc2=O)cc(OC)c1OC | -2 | -4
COc1ccc(-c2[nH]ncc2CN(C)CCCN2CCOCC2)cc1F | -3 | -3
Cc1[nH]nc2c1C(c1ccc(O)cc1)C1=C(CC(C)(C)CC1=O)N2 (stereo not drawn) | 0 | 1
O=C(c1c(Cl)cccc1Cl)N1CCN(c2cccc3[nH]ccc23)CC1 | -9 | 2
Cc1ccc(S(=O)(=O)CCC(=O)Nc2cccc([N+](=O)[O-])c2)cc1 | 6 | 8
CCN(CC)S(=O)(=O)c1c(OC)cc(C)c(Cl)c1C | 2 | -8
CCOc1ccc(NC(=S)NNc2ccnc3cc(Cl)ccc23)cc1 | -4 | -9
Oc1nc(Nc2ccc(F)cc2)sc1/C=C1\C=Nc2ccccc21 | 1 | -28
CCCCn1c(N)c(N(CCOC)C(=O)C2CCN(C(=O)c3ccc(F)cc3)CC2)c(=O)[nH]c1=O | 4 | -8
Cc1cc(=O)[nH]c(SCC(=O)Nc2ncc(S(=O)(=O)c3ccc([N+](=O)[O-])cc3)s2)n1 | 5 | -3
O=C(CCS(=O)(=O)c1ccc(Cl)cc1)Nc1nnc(-c2cccs2)o1 | 0 | -11
Cc1ccccc1Cn1ccc(=NCc2ccccc2)cc1 | -5 | -15
CCOc1ccc(Nc2n[nH]c(=S)s2)cc1 | 0 | 2
Cc1cc(/C=N\NC(=O)COc2cccc3cccnc23)c(C)n1-c1ccccc1 | -4 | -2
COCCN1C(=O)c2cc(C(=O)Nc3ccc(OC)c(OC)c3)ccc2C1Nc1ccc(OC)c(OC)c1 (stereo not drawn) | 1 | -4
COc1ccc(N(Cc2cc(=O)[nH]c3ccccc23)C(C)=O)cc1 | 3 | -3
CC(=O)c1cccc(NC(=O)NNC(=O)c2ccc(Cl)cc2Cl)c1 | -5 | -17
CCOC(=O)c1oc2c(CN3CCN(C)CC3)c(O)ccc2c(=O)c1-c1ccc(Br)cc1 | 2 | 3
N#Cc1ccccc1S(=O)(=O)N1CCN(C(=O)C2CCC2)CC1 | 1 | -5
C/C(=C/c1ccccc1)C(=O)N1CC(C)OC(C)C1 (stereo not drawn) | -1 | -1
O=C(CSS(=O)(=O)O)N1CCN(C(=O)c2ccoc2)CC1 | 1 | 0
CC(=O)CC(CC(=O)NC1CCCCC1)c1ccccc1 (stereo not drawn) | -4 | -3
CCCCOc1ccc(CN(CCO)CCO)cc1[N+](=O)[O-] | -7 | -10
Cc1cc(NC(=O)/C(C#N)=C/c2ccco2)n(-c2ccccc2)n1 | 13 | -14
O=C(O)/C=C\c1cn(-c2ccccc2)nc1-c1cc2ccccc2o1 | 26 | 0
O=C(CSc1ncn[nH]1)c1cc2ccccc2o1 | -1 | -165
CCOc1ccc(NC(=O)c2sc3nc(N4CCOCC4)c4c(c3c2N)CCCC4)cc1 | 0 | -25
COC(=O)c1ccccc1SC1CC(=O)N(c2cccc(C)c2)C1=O (stereo not drawn) | 2 | -4
OC(COc1ccccc1)CN1CCCCCC1 (stereo not drawn) | 5 | -8
Cc1ccc(OCC(=O)c2ccc(Cl)s2)c([N+](=O)[O-])n1 | -3 | -46
CCOc1ccc(S(=O)(=O)N2CCCCC2)c(C)c1C | 1 | -6
Clc1ccc(N/N=C/c2cccs2)nn1 | 2 | -11
CN1c2ccccc2Oc2nnc(Cl)cc21 | -15 | -9
Cc1ccc(NC(=O)N2CCCC2c2cccs2)cc1 (stereo not drawn) | -1 | -13
Cc1nc(N)nc(COc2ccccc2)n1 | 0 | 3
O=C(Nc1cn(-c2ccccc2)nc1-c1ccccc1)c1ccccc1 | 1 | -4
Cc1nn(CC(=O)NC(=O)NC2CCCC(C)C2C)c(=O)c(C#N)c1C (stereo not drawn) | -1 | -4
COc1ccc(C2=NNC(c3ccco3)=Nc3ccc(F)cc32)cc1 | -1 | -8
COc1ccc(C(=O)NNC(=O)c2ccccn2)cc1 | 0 | -14
C/C(O)=c1/cnc2nc3ccccc3n2c1=O | -1 | -18
Cc1ccc(Oc2c(F)c(F)nc(N3CCCC3)c2F)cc1 | -3 | -15
CC(C)(C)C(=O)CSc1nc2ccccc2o1 | -1 | -4
CCCCCCCCN | -1 | -6
Cc1cc2oc(=O)cc(CNc3ccccc3F)c2cc1O | 0 | -7
COc1ccc(-c2cc(C(=O)N3CC(C)CC(C)C3)c3ccccc3n2)cc1OC (stereo not drawn) | -2 | 11
CCOc1ccc(CCNC(=O)C2=C(C)C(=O)OC23CCCCC3)cc1OCC | -10 | -15
Cc1ccccc1SCC(=O)OCC(=O)Nc1ccc(N(C)C)cc1 | -3 | -3
COc1cc(NC(=O)c2ccc([N+](=O)[O-])cc2)c(OC)cc1NC(=O)CC(C)C | -1 | -12
Cc1ccc2nc(/C(C#N)=C\c3ccc(Oc4ccc(C(F)(F)F)cc4[N+](=O)[O-])cc3)[nH]c2c1 | 1 | -60
CCC(NC(=O)Cc1c(C)c2c(cc(C)c3c(C)c(C)oc32)oc1=O)C(=O)O (stereo not drawn) | 4 | -6
Further entries
SMILES | ERAP1 inh | RAD52 anneal inh
COc1ccnc(CSC(N)=Nc2ccccc2C(F)(F)F)c1 | -1 | -21
CC(C)C1Oc2ccccc2N(CC(=O)NCCCN2C(C)CCCC2C)C1=O (stereo not drawn) | 4 | -13
CCOC(=O)C1(Cc2ccccc2)CCN(Cc2cccn2-c2nccs2)CC1 | -3 | 4
CN(CCNC(=O)CN1C(=O)CSc2ccc(S(=O)(=O)N3CCCC3)cc21)Cc1ccccc1 | -3 | -13
COC(=O)CC1C(=O)NCCN1C(=S)NC(=O)C(c1ccccc1)c1ccccc1 (stereo not drawn) | 1 | -14
O=C(/C=C/c1ccccc1[N+](=O)[O-])N1CCN(c2ccccc2F)CC1 | -5 | -10
CC1=CC(C)(C)NC(=S)N1c1ccc(C)cc1C | 7 | -17
CCOC(=O)[C@]12CCC=C1N(Cc1ccc(Cl)cc1Cl)C(=O)[C@H](CC(=O)NCc1cccs1)C2 | -1 | -2
Cc1nc2ccccc2n1CSc1ccccc1 | -3 | 9
COC(c1ccccc1)c1nnc(CCC(=O)N(C)CCc2ccccc2)o1 (stereo not drawn) | -4 | -5
COc1cc(CN2CCN(Cc3ccc(C)cc3)C(CCO)C2)cc(OC)c1O (stereo not drawn) | -1 | -11
CC1(c2ccc(OC(F)F)cc2)NC(=O)N(CC(=O)c2ccc3c(c2)OCO3)C1=O (stereo not drawn) | -1 | -11
N#C/C(=C\c1cccnc1)c1nc2c(s1)CCCC2 | 12 | -76
COC(=O)CN1C(=S)N(c2ccc(Cl)cc2)C(=O)C1CC(=O)Nc1ccccc1 (stereo not drawn) | -1 | -8
COc1ccc(CN=C2NN=C(c3ccc(Cl)cc3)CS2)cc1 | 2 | -1
O=C(NC[C@H]1CC[C@H]2[C@H](CN2Cc2ccccc2F)O1)C1CC1 | 0 | -7
c1ccn2cc(CSc3nnc4ccccn34)nc2c1 | 8 | -7
CC(=O)c1ccc(N2CCN(C(=O)c3ccc4c(=O)[nH]c5c(C(=O)NC6CCCC6)sc(=S)n5c4c3)CC2)cc1 | -3 | -7
O=C(CCCN1C(=O)/C(=C/c2ccco2)SC1=S)Nc1ccccc1C(=O)O | 12 | -288
CCN1CCCC1CNC(=O)c1csc2c1CCCC2 (stereo not drawn) | -1 | -22
COc1nccnc1NS(=O)(=O)c1ccc(NC(=S)NC(=O)/C=C/c2ccc(F)cc2)cc1 | 5 | -11
CC(Oc1ccc(Cl)cc1)/C(N)=N/O (stereo not drawn) | 3 | 5
COc1ccc(CNc2nc3ccccc3n2Cc2ccc(Cl)cc2)cc1OC | -1 | -11
CCS(=O)(=O)n1nc(-c2ccco2)nc1N | 0 | -17
O=C(NCc1ccccc1Cl)C1CCN(S(=O)(=O)N2CCC3(CC2)OCCO3)CC1 | 4 | 0
O=C(Nc1cccc(C(F)(F)F)c1)c1csc(-c2ccncc2)n1 | -1 | -16
CCOC(=O)C1(Cc2cccc(OC)c2)CCN(Cc2ccc(C)s2)CC1 | 0 | -14
CC(=O)c1c(-c2ccc(C)cc2)nc2c3ccccc3ccn12 | -2 | -26

Screening results deposited in PubChem by Broad Institute.
